# SRC3 TRFRET art – TR-FRET detection interference compounds, artefact control for PPARgamma SRC-3 recruitment agonists, biochemical, TR-FRET ratio; TR-FRET artefact counter-screen, PPARgamma/SRC-3 format; stronger effect = higher value; TR-FRET ratio at 8 µM; hit rate 0.39% among 99,000; in the data active = TR-FRET ratio above about 2000; also: inactives centre near 1600
# SRC1 TRFRET art – TR-FRET detection interference compounds, primary screen, artefact control for PPARgamma SRC-1 recruitment agonists, biochemical, TR-FRET emission ratio; TR-FRET detection artefact counter-screen; stronger effect = higher value; TR-FRET ratio at 8 µM; hit rate 0.34% among 99,000; in the data active = TR-FRET ratio above about 2300; also: inactives centre near 1800
# The depositor's hits bear a star. This is a subset (hit frequency here may not be typical).
# Values in the order: SRC3 TRFRET art	SRC1 TRFRET art
CN(C)c1nc(N)nc(Cn2nnc(-c3ccc(C(F)(F)F)cc3)n2)n1
    1605	1685
Cc1cc(CNC(=O)COc2ccc(C#N)cc2)c2ccccc2n1
    1584	1843
CCn1c(-c2cccnc2Cl)nc2cc(C)c(C)cc21
    1498	1616
CCS(=O)(=O)NCC(c1ccco1)N1CCN(c2ccc(F)cc2)CC1 (stereo not drawn)
    1332	1911
Cc1nnc(Cl)c2nn(-c3ccccc3F)c(C)c12
    1681	1755
Cc1c(C(=O)Nc2ccc(-c3nnc4n3CCCCC4)cc2)oc2c1ccc1ccccc12
    1571	2033
CC(C)[C@H](NC(=O)Nc1cccc(Br)c1)C(=O)O
    1711	1566
CS(=O)(=O)N(CC(=O)N1CCN(Cc2ccc3c(c2)OCO3)CC1)C1CCCCC1
    1424	1992
COc1ccc(C(=O)/C(=C/O)N=Nc2ccc(F)cc2)cc1
    1734	1914
Cc1ccc(C#N)c(SCc2ccccc2[N+](=O)[O-])n1
    1664	2042
Cc1ccc(OC(=O)CCC(=O)NC(C)c2ccccc2)cc1 (stereo not drawn)
    1692	1631
COc1ccc([N+](=O)[O-])cc1/C=N/NC(=O)c1nonc1N
    1594	1527
CC(C)C[C@H](NC(=O)c1nc[nH]c1C(=O)NC(c1ccccc1)c1ccccc1)C(=O)OC(C)(C)C
    1544	1779
CCOC(=O)CSC1=N/C(=C/c2ccc(-n3cncn3)cc2)C(=O)N1C(C)=O
    1755	1610
O=c1c2sccc2nc(SCc2cc(=O)n3ccccc3n2)n1-c1ccc(Br)cc1
    1735	1751
CC(Oc1cccc(Cl)c1)C(=O)Nc1ccncc1 (stereo not drawn)
    1643	1738
COc1ccccc1CCNC(=O)/C(=C/c1cccnc1)NC(=O)c1ccccc1
    1611	1737
O=[N+]([O-])C(=C1SCCS1)C(=C(Cl)Cl)N1CCCCC1
    1699	1974
CC1CN(C(=O)Nc2ccc3c(c2)OCCO3)CC(C)O1 (stereo not drawn)
    1515	1563
O=C(NCc1n[nH]c(=S)n1Cc1ccccc1)c1ccc(Cl)cc1Cl
    1456	1931

# Later entries:
# Values in the order: SRC3 TRFRET art	SRC1 TRFRET art
Cc1cccn2c(=O)c3cc(C(=O)NCC4CCCO4)c(=N)n(Cc4cccnc4)c3nc12 (stereo not drawn)
    1472	2542*
CC1CC(C)(C)NC(=S)N1CCC(=O)NCc1ccc(Cl)cc1 (stereo not drawn)
    1630	1874
CCN1CCN(C(=O)c2cc(COc3ccc4ncccc4c3)on2)CC1
    1599	1790
COc1ccc(-c2csc(N3C(=O)C4C5c6ccccc6C(c6ccccc65)[C@@H]4C3=O)n2)cc1 (stereo partly drawn)
    1525	1746
CCn1c(O)c(N=NC(=O)c2ccc(CSc3nncn3C)cc2)c2ccccc21
    1531	1692
O=C(/C(=C/O)N=Nc1ccccc1)c1ccco1
    1624	1888
CN1CCN(CC(=O)Nc2cc(N(C)C)nc3ccccc23)CC1
    1565	1749
CNc1ccc(Cl)nn1
    1665	1644
COC(=O)c1c(N2C(=O)Nc3ccccc3N2O)sc2c1CCCC2
    1388	1760
Cc1cc2cc(CNC(=O)c3cccc([N+](=O)[O-])c3)ccc2[nH]1
    1489	1686
CCCCNC(=O)NNC(=O)COc1cccc(C)c1C
    1655	1774
CC(C)(C)NC(=O)C(c1ccncc1)N(CC1CCCO1)C(=O)Cn1nnc(-c2ccc(F)cc2)n1 (stereo not drawn)
    1353	1757
CC(=O)NC(=S)Nc1cc(C(F)(F)F)ccc1N1CCOCC1
    1640	1825
COc1cccc(/C=C/C(=O)c2ccc(NS(=O)(=O)c3ccc(C)cc3)cc2)c1
    1799	1946
CCOC(=O)c1c(NC(=O)CCC(=O)O)sc2c1CCCCC2
    1520	1737
Cc1sc(NC(=O)/C=C/c2ccc3c(c2)OCO3)nc1-c1ccccc1
    1508	1494
CC(C)(C)c1ccc(OCC(=O)N(c2ccccn2)C2CCCCC2)cc1
    1617	1830
CN1CCCN(Cc2nc(-c3cccc(C(F)(F)F)c3)no2)CC1
    1861	1653
N#Cc1c(N)nc2c(c1-c1ccccc1)CCCC2
    1577	1878
Cc1ccsc1/C=N/NC(=O)CNC(=O)c1ccco1
    1792	2054

# Next section.
# Values in the order: SRC3 TRFRET art	SRC1 TRFRET art
Nc1ccc2oc(-c3cccc(Br)c3)nc2c1
    1606	1528
Cc1ccc(CCN2C(=O)c3ccccc3C2C(=O)NCc2cccnc2)cc1 (stereo not drawn)
    1801	1856
COc1ccc(NC(=O)CCCn2c(=O)c3sccc3n(Cc3ccccc3C)c2=O)cc1
    1597	1816
C/C(=N/NC(=O)c1cnccn1)c1cccs1
    1535	1556
O=C(O)C(Cc1ccccc1)N1C(=O)CCC1=O (stereo not drawn)
    1540	1813
C#CCN(C)Cc1ccccc1
    1548	1838
O=C(CN1CCN(Cc2ccccc2Cl)CC1)N/N=C/C=C/c1ccccc1[N+](=O)[O-]
    1411	1732
O=CN1CCN(C2CC(=O)N(c3ccc(Br)cc3)C2=O)CC1 (stereo not drawn)
    1777	1803
CCOc1ccc(C(=O)N/N=C/c2ccc(SC)cc2)cc1
    1747	2080
Cn1cc(/C=C/C(=O)N2CCCC(C(=O)c3ccc(C(C)(C)C)cc3)C2)cn1 (stereo not drawn)
    1696	1753
CC(C(=O)Nc1ccc(S(=O)(=O)N2CCOCC2)cc1)N(c1ccccc1)S(C)(=O)=O (stereo not drawn)
    1492	1717
O=C(CSc1nnc(-c2cccnc2)n1-c1ccc(SC(F)F)cc1)N1CCCc2ccccc21
    1491	1784
CC(=O)c1sc(NC(=O)COc2ccc(C)c(C)c2)nc1C
    1830	1913
Cc1ccc(S(=O)(=O)N[C@H](C(=O)OCC(=O)NC(=O)Nc2ccc3c(c2)OCCO3)C(C)C)cc1
    1503	1600
Nn1cnnc1SCC(=O)Nc1ccc(C2CCCCC2)cc1
    1418	1712
CC(C)(C)OC(=O)N/N=C/c1ccc(Br)cc1
    1948	1827
CC(C)N1CCC(N2CCN(CCCn3cccn3)CC2CCO)CC1 (stereo not drawn)
    1682	1697
COc1ccc(CS(=O)c2nc(C)cc(C)c2S(C)(=O)=O)cc1 (stereo not drawn)
    1731	1767
CCOC(=O)c1ccc(CNC(=O)Cn2nnc(-c3ccccc3)n2)o1
    1646	1875
COc1cc2cccc(OC)c(=O)c2c(OC)c1OC
    1527	1860

# (further entries)
# Values in the order: SRC3 TRFRET art	SRC1 TRFRET art
COc1cccc(/C=C2\N=C(SC)SC2=O)c1OC
    1938	1962
COC(=O)c1ccc(NC(=O)CNc2ccccc2)cc1
    1454	1652
CCCN1C2CCCC1CC(NC(=S)Nc1ccc(OC)cc1)C2 (stereo not drawn)
    1729	1956
O=S(=O)(Nc1nc2ccccc2nc1Cl)c1ccc2c(c1)OCCO2
    1428	2027
CCOc1ccc(C(=O)Nc2cccc(C(=O)O)c2C)cc1Cl
    1413	1708
N/C(Cc1ccc(Cl)cc1Cl)=N\OC(=O)c1ccccc1
    1422	1585
C=CCn1c(=O)n(C(=O)OCC)c2cc(Br)ccc21
    1442	1708
CC[C@H](C)C1NC(=O)[C@H](CC(=O)O)NC(=O)c2cc([N+](=O)[O-])cc(I)c2NCCC(C(N)=O)NC1=O (stereo partly drawn)
    1458	1717
COc1ccc(C(C)NC(=O)c2ccc(Br)cc2)cc1OC (stereo not drawn)
    1581	1612
O=c1oc(-c2cccc(S(=O)(=O)N3CCOCC3)c2)nc2ccccc12
    1659	2080
O=C(NC(=S)Nc1ccc(N2CCOCC2)cc1)c1ccc(Cl)cc1
    1726	1618
COc1ccc(C(=O)c2cc(C(C)=O)c(Nc3ccccc3)s2)cc1
    1879	1786
Cc1ccc(-c2c(C(=O)NC(C)C)oc(=O)c3ccccc23)cc1
    1542	1694
COc1ccc(N(CC(O)Cn2c(C)nc3ccccc32)S(=O)(=O)c2ccccc2)cc1 (stereo not drawn)
    1328	1751
CCSc1nc2sc3c(c2c(=O)[nH]1)CCc1ccccc1-3
    1491	1795
O=[N+]([O-])c1ccc(N/N=C/c2ccccc2)c(F)c1
    1441	1948
Cc1cccc(NC(=O)CCn2nc(C)cc2C)c1
    1413	1415
Cn1c(SCC(N)=O)nnc1-c1ccc(C(C)(C)C)cc1
    1604	1619
Cc1c(Cl)cccc1NC(=O)CCC(=O)NNC(=O)CCC(=O)O
    1549	1718
COC(=O)C1CCN(C(=O)COC(=O)[C@@H]2CC(O)CN2S(=O)(=O)c2ccc3c(c2)OCCO3)CC1 (stereo partly drawn)
    1607	1975

# Continued.
# Values in the order: SRC3 TRFRET art	SRC1 TRFRET art
COc1ccccc1-c1nnc(SC(C(=O)c2c[nH]c3ccccc23)c2ccccc2)n1C (stereo not drawn)
    1698	1991
CC(C)[C@H](NC(=O)c1ccco1)C(=O)NC12CC3CC(CC(C3)C1)C2
    1562	1956
CC1/C(=N/O)CC(c2ccco2)NC1c1ccco1 (stereo not drawn)
    1451	1819
O=C(Cc1ccc(F)cc1)Nc1nnc(SCC(=O)NC2CCCC2)s1
    1489	1739
Cc1ccc(C(=O)OCC(=O)NCCC2=CCCCC2)cc1N
    1377	1758
O=C(Cc1cccs1)NNC(=O)c1ccc(F)cc1
    1521	1933
Cc1c(C)c(C)c(S(=O)(=O)n2[nH]c(=O)c(CCO)c2C)c(C)c1C
    1426	1952
CC(NC(=S)NCc1ccc(F)cc1)C12CC3CC(CC(C3)C1)C2 (stereo not drawn)
    1683	1939
Cc1ccc(N2C(=O)C3C4C=CC(CNC(=S)N5CCN(c6ccccc6)CC5)(O4)C3C2=O)cc1 (stereo not drawn)
    1662	1776
Cc1cccc(NC(=S)NCc2ccc3c(c2)cc(C)n3C)c1C
    1799	1969
O=C(Nc1ccc(OCc2ccccc2)cc1)c1ccccc1
    1523	1962
COc1cc(/C=C2/C(C)=C(C#N)c3nc(N)c(C#N)c(C)c32)ccc1OCC(=O)O
    1638	1701
COc1ccc(-c2nc3nc(N)nn3cc2C)cc1F
    1380	1797
O=C(/C=C/c1ccc([N+](=O)[O-])cc1)NCCSCc1ccco1
    1539	1877
CS(=O)(=O)Nc1ccc2[nH]c(=O)[nH]c2c1
    1600	1709
CCOC(=O)C(C(=O)c1ccccc1)C1CC(C)NC(=S)N1 (stereo not drawn)
    1569	1614
N#Cc1ccc(N2CCc3ccccc3C2)c([N+](=O)[O-])c1
    1600	1990
CCC1=NN(C(=O)Cc2ccc([N+](=O)[O-])cc2)C(O)(c2ccncc2)C1 (stereo not drawn)
    1501	1948
Cc1cccc2c(=O)c(Br)c(C)n(Cc3ccccc3)c12
    1426	1669
CCC(=O)NC(c1cccs1)c1ccc2cccnc2c1O (stereo not drawn)
    1734	1762

# Some of these compounds in order of molar mass, high to low.
# Values in the order: SRC3 TRFRET art	SRC1 TRFRET art
COc1cc(/C=C2/C(C)=C(C#N)c3nc(N)c(C#N)c(C)c32)ccc1OCC(=O)O
    1638	1701
Cc1cccc(NC(=S)NCc2ccc3c(c2)cc(C)n3C)c1C
    1799	1969
CCOC(=O)C(C(=O)c1ccccc1)C1CC(C)NC(=S)N1 (stereo not drawn)
    1569	1614
Cc1ccc(C(=O)OCC(=O)NCCC2=CCCCC2)cc1N
    1377	1758
CCC(=O)NC(c1cccs1)c1ccc2cccnc2c1O (stereo not drawn)
    1734	1762
N#Cc1ccc(N2CCc3ccccc3C2)c([N+](=O)[O-])c1
    1600	1990
COc1ccc(-c2nc3nc(N)nn3cc2C)cc1F
    1380	1797

# The results go on.
# Values in the order: SRC3 TRFRET art	SRC1 TRFRET art
COc1ccc(/C=C(\NC(=O)c2ccc(C)cc2)C(=O)Nc2c(C)n(C)n(-c3ccccc3)c2=O)cc1
    1384	1475
CCCCn1c(N)c(C(=S)NC(=O)CC(C)(C)C)c(=O)n(C)c1=O
    1632	1526
Cc1ccc(-n2cccn2)cc1
    1513	1702
CCCC[C@@H]1CNC(=S)N1CCc1cccc(F)c1
    1580	1644
CCOc1ccc(C(=O)NCC(=O)N2CCc3ccccc3C2)cc1OCC
    1510	1971
O=C(CSc1ccccn1)N/N=C/c1c[nH]c2ccccc12
    1706	1999
CCC(=O)N(CC(=O)Nc1sc(C)c(C)c1C(N)=O)C1CCCC1
    1695	1606
Cc1cccn2cc(-c3cccc(NC(=O)c4cccs4)c3)nc12
    1489	1689
CS(=O)(=O)N1CCN(C(=S)NCc2ccc(Cl)cc2)CC1
    1653	1672
O=C(NNC(=S)Nc1ccc(Cl)cc1Cl)c1ccc(N2CCOCC2)c([N+](=O)[O-])c1
    1681	1947
COc1ccc(CC(=O)Nc2cc(NC(=O)Cc3ccc(OC)c(OC)c3)cc(C(=O)O)c2)cc1OC
    1554	1723
CCCN1CNc2c(c(=O)[nH]c(=S)n2-c2ccccc2Cl)C1
    1476	1908
CCC(C)(C)NC(=O)C(c1ccc(F)cc1)N(Cc1ccccc1)C(=O)c1cnccn1 (stereo not drawn)
    1493	1708
Cc1ccc(NC(=O)COC(=O)CCNS(=O)(=O)c2ccc(C)c(C)c2)cc1
    1496	1505
C=CCC1(C#N)C(SC)=NC2=C(C(=O)CC(C)(C)C2)C1c1ccc(Br)cc1 (stereo not drawn)
    1672	1644
COc1ccccc1N(Cc1ccccc1)S(=O)(=O)c1cccc(C(=O)Nc2ccc(C(C)=O)cc2)c1
    1656	2045
CCCCCCCCCCOC(=O)C[N+](C)(C)CC1CCCCC1O (stereo not drawn)
    1580	1847
c1ccc(C(c2ccccc2)c2noc(CN3CCN(CC4CC4)CC3)n2)cc1
    1477	1605

# Shown with tabs: entries from further up.
canonical_smiles	SRC3 TRFRET art	SRC1 TRFRET art
CS(=O)(=O)N1CCN(C(=S)NCc2ccc(Cl)cc2)CC1	1653	1672
COc1ccc(/C=C(\NC(=O)c2ccc(C)cc2)C(=O)Nc2c(C)n(C)n(-c3ccccc3)c2=O)cc1	1384	1475
O=C(NNC(=S)Nc1ccc(Cl)cc1Cl)c1ccc(N2CCOCC2)c([N+](=O)[O-])c1	1681	1947
C=CCC1(C#N)C(SC)=NC2=C(C(=O)CC(C)(C)C2)C1c1ccc(Br)cc1 (stereo not drawn)	1672	1644

# From PubChem BioAssay
